Screening data: PubChem, several laboratories
PDI turbidity: PDI (human) enzyme inhibition; P07237; 350,000 tested, 0.052% active; PDI insulin aggregation turbidity, A650, 90 min; inhibition, % at 10 µM;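 active = mean inhibition across replicates of 30% or more, whatever share of single replicates reach that level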;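 note: absorbance from insulin aggregation driven by PDI reduction with DTT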
MC4R antagonist: antagonists of human melanocortin 4 receptor (MC4R); P32245; MC4R-expressing cells, MTII-stimulated cAMP, LANCE TR-FRET; inhibition, % at 6.5 µM; 360,000 tested, 0.48% active; AID 540295;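 active = inhibition above its plate's cutoff, the mean of tested wells on that plate plus 3 SD, cut at about 29% in these data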;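 note: 0% = Melanotan II alone and 100% = Melanotan II plus saturating MCL0020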
Target sequence (P32245 whole entry, looked up): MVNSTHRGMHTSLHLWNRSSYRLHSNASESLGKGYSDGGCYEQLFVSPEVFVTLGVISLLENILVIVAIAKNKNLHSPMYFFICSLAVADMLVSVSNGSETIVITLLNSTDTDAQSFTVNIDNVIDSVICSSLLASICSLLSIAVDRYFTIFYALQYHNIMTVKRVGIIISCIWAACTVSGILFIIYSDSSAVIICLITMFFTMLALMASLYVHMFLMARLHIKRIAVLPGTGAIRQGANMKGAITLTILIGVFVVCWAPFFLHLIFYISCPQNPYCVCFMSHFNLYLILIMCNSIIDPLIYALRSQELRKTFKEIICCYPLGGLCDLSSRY
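material = U2OS cells stably expressing human melanocortin 4 receptor (MC4R) | also added = Melanotan II challenge | dosing = single nominal compound dose of 6.5 µM | detection = TR-FRET with Eu-cAMP and labeled anti-cAMP, 671 nm | replication = singlicate | timing = compound 30 min, challenge 1 h, detection 1 h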
ABCB6 inh MLPCN: inhibitors of human ABC transporter ABCB6 | Q9NP58 | 360,000 tested, 0.19% active | fluorescence ratio to DMSO, % at 10 µM | K562-ABCB6 porphyrin accumulation, flow cytometry, 1 h; active compounds read low;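 active = fluorescence ratio to DMSO below 75%, the collection mean minus 3 SD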;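 note: signal is porphyrin accumulated inside mitochondria; 100% equals median channel fluorescence of DMSO control wells; lower ratio means ABCB6 inhibition with less porphyrin fluorescence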
MC4R ag barr: human MC4R agonism via beta-arrestin; activation, % at 8.9 µM; 360,000 tested, 0.98% active; AID 540308; U2OS MC4R beta-arrestin complementation, luminescence; percent of melanotan II response, DMSO zero; P32245;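 active = activation above a per-plate cutoff, the mean activation of sample wells on that plate plus 3 SD, cut at about 8% in these data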
H9c2 protect: protects H9c2 cardiomyocytes from peroxide injury. 360,000 tested, 0.63% active. H2O2 injury protection, ATPLite, 2 h. protection from H2O2 cell death, % at 20 µM;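 active = compounds giving at least 50% protection of heart cells from peroxide-induced death in the single-dose screen, raw or plate-pattern-corrected value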;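 note: 0% = DMSO wells with peroxide and 100% = DMSO wells without peroxide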
m5-HT2A agonist: agonists of mouse serotonin 5-HT2A receptor (HTR2A) | P35363 | CHO-K1 mHTR2A beta-arrestin complementation, luminescence; percent of 30 µM serotonin response | activation, % at 7.6 µM | 360,000 tested, 0.66% active;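 active = activation above a run cutoff, the mean activation of all tested compounds plus 3 SD, cut at about 14% in these data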;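 note: 0% = plate median of compound wells and 100% = 30 µM serotonin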
Target sequence (P35363 whole entry, looked up): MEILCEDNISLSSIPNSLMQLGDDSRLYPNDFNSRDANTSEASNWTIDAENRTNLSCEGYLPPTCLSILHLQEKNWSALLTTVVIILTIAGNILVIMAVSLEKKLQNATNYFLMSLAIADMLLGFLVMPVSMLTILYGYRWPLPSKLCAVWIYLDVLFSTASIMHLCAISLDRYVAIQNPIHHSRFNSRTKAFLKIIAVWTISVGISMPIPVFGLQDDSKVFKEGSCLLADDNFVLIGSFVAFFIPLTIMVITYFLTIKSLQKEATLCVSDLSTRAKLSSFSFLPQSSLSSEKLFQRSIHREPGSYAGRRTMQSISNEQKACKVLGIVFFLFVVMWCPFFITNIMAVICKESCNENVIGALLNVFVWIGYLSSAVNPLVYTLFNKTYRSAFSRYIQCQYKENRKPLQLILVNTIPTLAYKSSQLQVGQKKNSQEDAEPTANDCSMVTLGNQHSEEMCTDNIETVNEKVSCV
CaV13 FRET inh: Primary screen for inhibitors of IQ motif and Ca2+-dependent inactivation inhibitor domain binding in CACNA1D, Förster resonance energy transfer in living cells, … | HEK cells, CFP/YFP FRET ICDI-IQ, plate reader, 10 min; percent FRET-ratio fall versus neutral wells | inhibition, % at 12.3 µM | 340,000 tested, 0.098% active;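 active = mean replicate inhibition of at least 30% and at least 1% of replicates passing that level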;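 note: 0% = median of the neutral control wells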
N-glyco inh: blocks N-linked glycosylation in D54 reporter cells | D54 ERlucT glycosylation luciferase reporter, 24 h; percent of 100 nM tunicamycin response | reporter increase, % at 12.5 µM | 360,000 tested, 0.23% active;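 active = mean luciferase reporter signal, scaled so untreated is 0 and the glycosylation-blocking control 100, at or above a set limit in every replicate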;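 note: luciferase carries N-glycosylation sites so blocking glycosylation raises the light; 0% = median of neutral control wells and 100% = median of 100 nM tunicamycin wells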
ABHD5 PLIN5 PPI: blocks binding of human ABHD5 to perilipin-5. Split G. princeps luciferase complementation, luminescence, 4 h. AID 602281. 360,000 tested, 0.78% active. Q00G26+Q8WTS1. inhibition, % at 4 µM;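 active = inhibition above the mean inhibition across every tested compound plus 3 SD, cut at about 22% in these data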;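 note: 0% = DMSO only wells and the 100% control is not disclosed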
Granule exo inh: blocks lytic granule exocytosis | TALL-104 LAMP-1 surface exposure, flow cytometry; cells stimulated with thapsigargin and PMA | inhibition, % at 10 µM | 360,000 tested, 0.66% active | AID 651702;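 active = inhibition above about 55%, limit read from the data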
An asterisk follows results filed as active; / = not tested or not shown.

Compound	PDI turbidity	MC4R antagonist	ABCB6 inh MLPCN	MC4R ag barr	H9c2 protect	m5-HT2A agonist	CaV13 FRET inh	N-glyco inh	ABHD5 PLIN5 PPI	Granule exo inh
C[C@H](CO)N1C[C@H](C)[C@@H](CN(C)S(=O)(=O)c2ccccc2)Oc2c(NC(=O)C3CC3)cccc2C1=O	-4	-2	98	-1.9	0	2	-6	2	1	4
CCn1c(=O)c(C(=O)Nc2ccccc2F)c(O)c2ccccc21	4	-1	100	-1.6	18	5	-2	2	1	11
Nc1n[nH]c(N)c1N=Nc1ccccc1F	11	-16	98	-0.8	0	-5	-2	-3	-13	1
CCN(CC)C(=O)c1ccc2sc([C@H]3C[C@H](O)[C@@H](CO)O3)nc2c1	1	14	96	-0.5	-8	-3	-4	-1	2	3
CCOc1ccc(-c2nc(-c3cccnc3)no2)cc1OCC	-11	-2	94	-1.7	14	-1	-5	4	4	-1
O=S(=O)(c1ccccc1)N(C1=NCCS1)S(=O)(=O)c1ccccc1	9	1	96	-0.9	-6	-1	/	0	9	0
NS(=O)(=O)c1cccc(NC(=O)COc2ncnc3c2cnn3-c2ccccc2)c1	0	-2	102	-1.3	3	0	-4	0	-2	7
CC(C)(C)C(=O)N1CCC(O)(CS(=O)(=O)Cc2ccc(Cl)cc2)CC1	-9	-3	90	-0.7	2	2	-6	3	-1	0
CNC(=S)N/N=C/c1c(C(=O)OC)cnn1-c1ccc(F)cc1F	-2	2	94	-0.4	6	0	-6	-1	5	-16
COc1ccc2nc(Nc3nc4ccc(NC(C)=O)cc4s3)sc2c1	3	10	98	-2.5	-2	2	-16	5	4	-6
COc1ccc(Cn2nnnc2CN2CCCCCC2)cc1	25	2	96	0.6	5	-1	-1	-1	-1	-2
O=C(NCc1ccc(Cl)cc1)C1CCC(CNc2c(N3CCCC3)c(=O)c2=O)CC1 (stereo unspecified)	-1	5	100	-1.8	-1	-5	-2	-1	3	1
Cc1ccc(S(=O)(=O)c2c(COC(=O)c3cccc(Cl)c3)c(-c3ccccc3)nn2C)cc1	-5	12	98	-0.1	-12	-3	/	0	-4	-3
Cc1cc(C(C)(C)C)ccc1OCC(=O)N/N=C\c1c(C)n(C)n(-c2ccccc2)c1=O	-5	7	92	-2.2	-7	-11	-7	-2	-7	-7
COc1ccc(/C=C/c2c(-c3ccc(OC)cc3)oc3ccccc23)cc1	3	3	106	0.5	-11	0	-8	-1	1	-2
Cc1ccc(N2N=C(C(=O)O)CCC2=O)cc1Cl	10	14	94	-1.2	-1	6	-19	2	11	10
O=C(COC(=O)C12CC3CC(CC(C3)C1)C2)NCCc1ccccc1	2	3	96	-1.5	19	-2	-5	2	-4	0
O=C1c2ccccc2C(c2nnnn2Cc2ccccc2)N1Cc1ccco1 (stereo unspecified)	/	/	94	/	/	-3	-8	/	0	1
CN(C)c1ccc(NC(=O)CCCCCn2nnc3ccccc3c2=O)cc1	0	3	100	-0.7	-6	3	-2	5	0	6
COc1ccc(N(CC(=O)NCc2ccc(F)cc2)C(=O)CCC(=O)Nc2nccs2)cc1	3	21	95	-1.4	-2	8	-4	2	-2	0
CCSc1ncnc2sc(C)c(C)c12	3	-5	104	-0.2	-10	6	-6	2	1	-4
CCCCn1c(N)c(N(C)C(=O)c2cn(-c3ccccc3)nc2-c2ccccc2)c(=O)[nH]c1=O	9	7	96	-5.2	7	7	-6	1	-2	-2
Cc1nn(C)cc1C1C2=C(CC(C)(C)CC2=O)OC2=C1C(=O)CC(C)(C)C2	4	6	103	-2.3	-6	-5	/	0	-1	-4
O=C1NN(c2ccc(Cl)cc2)C(=O)/C1=C\c1ccc(-c2cccc(C(=O)O)c2)o1	-2	-1	99	0.2	1	3	4	1	-1	3
CCOc1ccc(CCNC(=O)CCCn2nc(C)c3c(C)n(-c4ccccc4)nc3c2=O)cc1	21	0	110	-1.3	0	0	-2	4	-2	3
O=C(NC(=S)N1CCN(c2ccc(C(F)(F)F)cc2[N+](=O)[O-])CC1)c1cccs1	-3	13	100	-2.8	-1	-9	-3	3	-2	-12
COCCNC(=O)[C@H](CSCc1ccccc1)N1Cc2ccccc2C1=O	-1	16	98	-0.6	-4	-5	6	-1	-7	-2
c1ccc(-c2ccc3c(c2)c2c4n3CCN=C4CCC2)cc1	-6	-4	100	-0.4	8	-9	-6	-4	3	38
COC(=O)c1c(C(=O)OC)c(-c2ccc(OC)cc2)n2c1CS(=O)C2 (stereo unspecified)	-3	-2	98	-1.4	-2	4	-4	0	6	-1
COc1ccc(OCC(=O)N(C)Cc2ccccc2)cc1	1	8	105	-0.7	-4	-3	-5	-1	-8	6
CC1CN(CC(O)COC(c2ccccc2)c2ccccc2)CC(C)O1 (stereo unspecified)	0	3	99	0.8	-6	10	-4	-2	3	-4
CCN(CC)S(=O)(=O)c1ccc(S(=O)(=O)N(CC(=O)Nc2ccccc2)Cc2ccco2)cc1	-6	6	102	0.1	-5	2	-3	-3	-3	-1
CCOC(=O)CNc1c(-c2ccc(OC)cc2)nc2ccc(Cl)cn12	4	1	94	0.2	13	-2	-13	3	-3	-2
NCCCCCC(=O)N/N=C/c1ccc2nccnc2c1	12	-11	97	-0.2	-2	1	-5	3	-2	-4
COc1ccc(CCN2C(=O)CC(Cc3ccccc3)C2=O)cc1OC (stereo unspecified)	-3	9	96	-1.4	-2	-2	-3	-1	0	34
CC(C)(C)C1CCc2c(sc3nc(SCC(N)=O)nc(N)c23)C1 (stereo unspecified)	3	11	93	2.8	-13	7	/	1	-1	-2
CCNc1c(NS(=O)(=O)c2ccc(Cl)s2)c(=O)oc2ccccc12	-2	-7	94	0.0	9	1	-8	-4	0	0
COc1ccc(CNC(=O)COC(=O)CCS(=O)(=O)c2ccc(C)cc2)cc1OC	19	6	103	-2.7	3	1	-6	-2	6	-6
CCOc1ccccc1NC(=O)C(NCC1(N2CCCCC2)CCCCC1)c1ccccc1 (stereo unspecified)	8	6	97	-1.5	-22	-3	2	-4	7	4
COc1ccc(S(=O)(=O)N2CCC(C(=O)N[C@H](C(=O)NCc3ccco3)C(C)C)CC2)cc1	-1	-3	98	-0.4	1	-1	-7	-2	-8	-3
CCCCn1c(N)c(N(CCOC)C(=O)c2ccc3c(c2)C(=O)N(c2ccccc2Cl)C3=O)c(=O)[nH]c1=O	0	3	98	-0.9	11	-1	-5	1	5	-3
Cc1ccccc1C(=O)NC1CCS(=O)(=O)C1 (stereo unspecified)	-3	-2	96	-1.0	17	9	-4	0	0	-6
CCN(CC(=O)Nc1sc2c(c1C#N)CCC(C)C2)CC(=O)NC1CCS(=O)(=O)C1 (stereo unspecified)	-1	1	97	0.8	-4	7	-2	-2	1	-1
Cc1nccn1CC(=O)c1ccccc1	1	6	96	-0.3	4	-1	-7	1	3	-5
CC1CCC(NC(=O)c2nn(C)c3c2CS(=O)(=O)c2ccccc2-3)CC1 (stereo unspecified)	-14	-8	103	-2.1	0	-10	-5	-1	2	-4
COc1ccc(S(=O)(=O)NCCC(=O)OCc2cc(=O)oc3cc(C)ccc23)cc1[N+](=O)[O-]	5	6	101	-4.5	-17	4	-5	0	0	-2
Cn1nc(C(F)(F)F)c(C(=O)Nc2ccc(F)cc2F)c1Sc1cccc(Cl)c1	8	1	104	-0.2	-12	-5	-3	-4	-1	29

Gathered by group, the compounds so far containing a Cl atom (9)
Compound	PDI turbidity	MC4R antagonist	ABCB6 inh MLPCN	MC4R ag barr	H9c2 protect	m5-HT2A agonist	CaV13 FRET inh	N-glyco inh	ABHD5 PLIN5 PPI	Granule exo inh
CC(C)(C)C(=O)N1CCC(O)(CS(=O)(=O)Cc2ccc(Cl)cc2)CC1	-9	-3	90	-0.7	2	2	-6	3	-1	0
O=C(NCc1ccc(Cl)cc1)C1CCC(CNc2c(N3CCCC3)c(=O)c2=O)CC1 (stereo unspecified)	-1	5	100	-1.8	-1	-5	-2	-1	3	1
Cc1ccc(S(=O)(=O)c2c(COC(=O)c3cccc(Cl)c3)c(-c3ccccc3)nn2C)cc1	-5	12	98	-0.1	-12	-3	/	0	-4	-3
Cc1ccc(N2N=C(C(=O)O)CCC2=O)cc1Cl	10	14	94	-1.2	-1	6	-19	2	11	10
O=C1NN(c2ccc(Cl)cc2)C(=O)/C1=C\c1ccc(-c2cccc(C(=O)O)c2)o1	-2	-1	99	0.2	1	3	4	1	-1	3
CCOC(=O)CNc1c(-c2ccc(OC)cc2)nc2ccc(Cl)cn12	4	1	94	0.2	13	-2	-13	3	-3	-2
CCNc1c(NS(=O)(=O)c2ccc(Cl)s2)c(=O)oc2ccccc12	-2	-7	94	0.0	9	1	-8	-4	0	0
CCCCn1c(N)c(N(CCOC)C(=O)c2ccc3c(c2)C(=O)N(c2ccccc2Cl)C3=O)c(=O)[nH]c1=O	0	3	98	-0.9	11	-1	-5	1	5	-3
Cn1nc(C(F)(F)F)c(C(=O)Nc2ccc(F)cc2F)c1Sc1cccc(Cl)c1	8	1	104	-0.2	-12	-5	-3	-4	-1	29
